ABHD5-PLIN5 inh – ABHD5-PLIN5 interaction inhibitors, primary screen, cell lysate, split luciferase complementation, luminescence. Split G. princeps luciferase complementation, 4 h. inhibition, % at 4 µM. 360,000 tested, 0.78% active;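 active = inhibition above the mean inhibition across every tested compound plus 3 SD, cut at about 22% in these data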;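 note: 0% = DMSO only wells and the 100% control is not disclosed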
SRC2 inh – inhibition of GAL4-SRC2 driven luciferase reporter, primary screen, SRC2 inhibitor project, cell-based, luminescence | Nuclear receptor coactivator 2 (Homo sapiens), Q15596 | inhibition, % at 9 µM | HEK293 GAL4-SRC2 luciferase reporter | AID 651957, 2012 | 370,000 tested, 0.17% active;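 active = inhibition above the mean inhibition of all tested compounds plus 3 SD, set per campaign, cut at about 52% in these data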;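 note: 0% = DMSO treated cells and 100% = cells given Gossypol at 36 µM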
Target sequence (Q15596 whole entry, looked up, the tested form may be a part): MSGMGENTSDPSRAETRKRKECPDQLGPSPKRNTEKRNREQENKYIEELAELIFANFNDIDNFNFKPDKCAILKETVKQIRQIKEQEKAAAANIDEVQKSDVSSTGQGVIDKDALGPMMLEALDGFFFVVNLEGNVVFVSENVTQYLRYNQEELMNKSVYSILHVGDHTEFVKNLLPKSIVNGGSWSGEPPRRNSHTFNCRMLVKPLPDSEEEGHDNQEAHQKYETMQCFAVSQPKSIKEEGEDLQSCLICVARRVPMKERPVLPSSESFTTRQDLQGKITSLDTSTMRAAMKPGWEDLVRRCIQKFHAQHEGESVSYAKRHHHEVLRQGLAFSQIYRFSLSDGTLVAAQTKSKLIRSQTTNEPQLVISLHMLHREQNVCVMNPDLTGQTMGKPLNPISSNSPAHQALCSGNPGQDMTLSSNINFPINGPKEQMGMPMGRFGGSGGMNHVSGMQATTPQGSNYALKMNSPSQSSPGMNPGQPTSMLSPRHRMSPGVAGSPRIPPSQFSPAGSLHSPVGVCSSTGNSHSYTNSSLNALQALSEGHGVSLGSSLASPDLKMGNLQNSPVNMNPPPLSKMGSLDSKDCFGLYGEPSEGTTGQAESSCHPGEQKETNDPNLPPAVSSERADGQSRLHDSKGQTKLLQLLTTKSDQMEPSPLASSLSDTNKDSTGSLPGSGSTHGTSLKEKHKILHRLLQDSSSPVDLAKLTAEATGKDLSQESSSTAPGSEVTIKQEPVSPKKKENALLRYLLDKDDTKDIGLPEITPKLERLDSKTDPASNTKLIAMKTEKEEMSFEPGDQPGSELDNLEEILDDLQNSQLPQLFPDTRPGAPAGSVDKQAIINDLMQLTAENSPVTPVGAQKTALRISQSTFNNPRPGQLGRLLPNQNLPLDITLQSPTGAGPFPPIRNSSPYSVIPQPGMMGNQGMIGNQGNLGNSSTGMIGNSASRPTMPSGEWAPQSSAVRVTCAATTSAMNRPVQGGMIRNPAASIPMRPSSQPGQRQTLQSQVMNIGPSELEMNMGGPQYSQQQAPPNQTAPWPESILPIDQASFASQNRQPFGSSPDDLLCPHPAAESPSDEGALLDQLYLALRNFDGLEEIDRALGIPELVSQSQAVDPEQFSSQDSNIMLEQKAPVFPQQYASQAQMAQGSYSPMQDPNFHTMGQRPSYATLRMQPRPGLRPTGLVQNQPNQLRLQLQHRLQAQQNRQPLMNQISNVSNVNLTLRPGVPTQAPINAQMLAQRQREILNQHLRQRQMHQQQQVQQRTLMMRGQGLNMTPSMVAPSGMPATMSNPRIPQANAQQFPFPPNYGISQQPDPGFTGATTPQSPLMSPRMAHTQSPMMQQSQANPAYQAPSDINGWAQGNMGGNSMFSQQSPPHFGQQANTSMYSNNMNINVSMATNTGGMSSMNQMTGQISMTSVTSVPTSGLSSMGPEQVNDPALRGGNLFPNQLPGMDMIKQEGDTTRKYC
MC4R ag barr – MC4R agonists recruiting beta-arrestin, primary screen, cell-based, luminescence, agonist arm of biased-ligand search. Melanocortin receptor 4 (Homo sapiens), P32245. U2OS MC4R beta-arrestin complementation; percent of melanotan II response, DMSO zero. activation, % at 8.9 µM. 360,000 tested, 0.98% active. AID 540308, 2011;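 active = activation above a per-plate cutoff, the mean activation of sample wells on that plate plus 3 SD, cut at about 8% in these data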
Glyco luc inh – increase of ERlucT glycosylation luciferase signal, primary screen, N-linked glycosylation inhibitor project, D54 ERlucT cells, luminescence, set 2; D54 ERlucT glycosylation luciferase reporter, 24 h; percent of 100 nM tunicamycin response; reporter increase, % at 12.5 µM; 360,000 tested, 0.23% active; AID 588692, 2011;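 active = mean luciferase reporter signal, scaled so untreated is 0 and the glycosylation-blocking control 100, at or above a set limit in every replicate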;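 note: luciferase carries N-glycosylation sites so blocking glycosylation raises the light; 0% = median of neutral control wells and 100% = median of 100 nM tunicamycin wells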
H9c2 protect – cardioprotection against H2O2-induced cell death, primary screen, uHTS, H9c2 cells, ATPLite luminescence; AID 588492, 2011; 360,000 tested, 0.63% active; H9c2 cardiomyocytes, H2O2 injury protection, 2 h; protection from H2O2 cell death, % at 20 µM;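 active = compounds giving at least 50% protection of heart cells from peroxide-induced death in the single-dose screen, raw or plate-pattern-corrected value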;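 note: 0% = DMSO wells with peroxide and 100% = DMSO wells without peroxide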
NOD2 RIPK2 PPI – NOD2-RIPK2 binding disruptors in cells, primary screen, fluorescence, CHO cells, BLA complementation | AID 624267, 2012 | CCF4 ratio | inhibition, % at 4.98 µM | 360,000 tested, 0.38% active; in the data active = inhibition above about 21%;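 note: 0% = vehicle only and 100% = reference blocker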
TLR9-MyD88 block – inhibitors of TLR9-MyD88 association in cells, primary screen, cell-based, CHO, BLA complementation, fluorescence; Toll-like receptor 9 (Homo sapiens) + Myeloid differentiation primary response protein …; CCF4 FRET ratio; inhibition, % at 4.98 µM; 340,000 tested, 0.21% active;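 active = inhibition above the mean over all tested compounds plus 3 SD, cut at about 21% in these data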;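 note: 0% = DMSO only wells and 100% = clavulanate BLA inhibitor control wells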
ABCB6 inh MLPCN – ABCB6 transporter inhibitors, primary screen, K562-ABCB6 cells, flow cytometry, MLPCN library. ATP-binding cassette sub-family B member 6 (Homo sapiens), Q9NP58. K562-ABCB6 porphyrin accumulation, 1 h; active compounds read low. fluorescence ratio to DMSO, % at 10 µM. 360,000 tested, 0.19% active;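 active = fluorescence ratio to DMSO below 75%, the collection mean minus 3 SD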;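 note: signal is porphyrin accumulated inside mitochondria; 100% equals median channel fluorescence of DMSO control wells; lower ratio means ABCB6 inhibition with less porphyrin fluorescence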
m5-HT2A agonist – mouse Htr2a agonists via beta-arrestin recruitment, primary screen, cell-based, luminescence; CHO-K1 mHTR2A beta-arrestin complementation; percent of 30 µM serotonin response; activation, % at 7.6 µM; 360,000 tested, 0.66% active;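 active = activation above a run cutoff, the mean activation of all tested compounds plus 3 SD, cut at about 14% in these data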;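 note: 0% = plate median of compound wells and 100% = 30 µM serotonin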
MC4R antagonist – MC4R antagonists of cAMP signaling, primary screen, cell-based, TR-FRET, antagonist arm of biased-ligand search; Melanocortin receptor 4 (Homo sapiens), P32245; MC4R-expressing cells, MTII-stimulated cAMP, LANCE TR-FRET; inhibition, % at 6.5 µM; 360,000 tested, 0.48% active;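 active = inhibition above its plate's cutoff, the mean of tested wells on that plate plus 3 SD, cut at about 29% in these data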;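 note: 0% = Melanotan II alone and 100% = Melanotan II plus saturating MCL0020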
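Material: human MC4R-expressing U2OS cells. Probe or stimulus: Melanotan II challenge. Dosing: 6.5 µM single dose. Times: 30-min compound, 1-h challenge, 1-h detection, room temperature. Technique: TR-FRET with Eu-cAMP and labeled anti-cAMP, 671 nm. Replication: singlicate.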
An asterisk follows results filed as active; . = not tested or not shown. An excerpt, so the mix of outcomes need not match the whole.

SMILES	ABHD5-PLIN5 inh	SRC2 inh	MC4R ag barr	Glyco luc inh	H9c2 protect	NOD2 RIPK2 PPI	TLR9-MyD88 block	ABCB6 inh MLPCN	m5-HT2A agonist	MC4R antagonist
CCc1ccc(-c2n[nH]nc2C2=CC(=O)C[C@H](c3ccc(F)cc3)C2)cc1	-3	-5	2.4	-4	-26	7	13	92	-3	19
O=C1N=C(N2CCOCC2)S/C1=C1\C(=O)N(Cc2ccccc2)c2ccccc21	-1	-27	-0.4	4	-11	-4	1	88	-1	-3
O=C(O)c1cccc(CN2C(=O)SC(Nc3ccccc3)C2=O)c1 (stereo not given)	1	-4	-2.2	-2	2	-4	1	103	0	8
O=C(Cn1ccc(=O)[nH]c1=O)Nc1ccc(C(=O)O)c(O)c1	4	-22	2.0	1	1	12	-5	100	-6	10
COc1ccc(C2C(C#N)=C(N)OC3=C2C(=O)CC(C)(C)C3)cc1 (stereo not given)	6	-2	-0.3	3	0	-1	-6	105	0	19
COc1ccccc1N1CCN(C(=O)c2cc(-c3ccc(Br)cc3)on2)CC1	9	5	1.1	0	-22	2	-1	102	6	-2
CCC1(c2ccccc2)NC(=O)N(CC(=O)N(C)CC(=O)Nc2c(C)cccc2C)C1=O (stereo not given)	2	0	3.4	1	-7	-11	-12	102	9	14
COc1cccc(NC(=S)Nc2cc(C)cc(C)n2)c1	5	-21	-0.1	-1	-5	1	10	93	6	4
O=C(COc1ccc(Cl)cc1)NCCS(=O)(=O)N1CCN(c2ccccc2F)CC1	4	11	-0.8	0	-5	4	6	95	16*	1
O=S(=O)(c1cccc2cccnc12)N1CCCc2ccccc21	1	26	-0.8	-1	-4	-13	-6	98	3	14
CCOc1cc(C2C3=C(CCCC3=O)N(CC(=O)O)C3=C2C(=O)CCC3)ccc1OC	-5	24	-2.1	3	-1	-3	-8	100	-2	4
COc1ccccc1CN1C[C@@H]2C[C@@H](c3cccc(C)n3)N3CCC[C@@]23C1=O	5	-13	0.2	2	-3	-11	9	102	-2	-1
CC(C(=O)NCC1CCCCC1)N(C)CC(=O)Nc1ccc(N2CCOCC2)cc1 (stereo not given)	-3	-23	-1.7	-2	-1	-8	4	98	-2	0
Cc1ccc(C(=O)OCc2nnc(-c3ccccc3)o2)s1	-5	-14	-3.8	1	-4	3	3	99	8	-3
Cc1ccccc1C(=O)Nc1cccc(NC(=O)Cn2cnc3c(=O)n(C)c(=O)n(C)c32)c1	1	.	-3.5	1	-5	8	-1	102	2	5
CC(=O)c1ccc(N2CCN(C(=O)/C=C/c3cccs3)CC2)cc1	-1	9	-0.8	1	5	4	6	95	-1	-13
CC1(c2ccc(Cl)cc2)NC(=O)N(CC(=O)N2CCN(C(=O)c3cccs3)CC2)C1=O (stereo not given)	-5	4	-1.5	0	-7	-5	4	104	-3	-2
Cc1ccc(OCc2cc(C(=O)N3CCC(c4ccccc4Cl)C3)no2)cc1C (stereo not given)	-11	-13	-2.7	-1	-11	-1	1	100	-2	3
CC(=O)c1ccc(S(=O)(=O)N2CCN(C)CC2)cc1	1	-15	-2.6	1	-11	6	-24	92	1	4
O=C1CC(NS(=O)(=O)c2cc(F)ccc2F)CN1c1ccc2c(c1)OCCO2 (stereo not given)	-3	12	1.2	0	5	-16	10	102	6	7

An excerpt from above in order of their number in NOD2 RIPK2 PPI, ascending:
structure	ABHD5-PLIN5 inh	SRC2 inh	MC4R ag barr	Glyco luc inh	NOD2 RIPK2 PPI	TLR9-MyD88 block	ABCB6 inh MLPCN	m5-HT2A agonist	MC4R antagonist
CC1(c2ccc(Cl)cc2)NC(=O)N(CC(=O)N2CCN(C(=O)c3cccs3)CC2)C1=O (stereo not given)	-5	4	-1.5	0	-5	4	104	-3	-2
CCOc1cc(C2C3=C(CCCC3=O)N(CC(=O)O)C3=C2C(=O)CCC3)ccc1OC	-5	24	-2.1	3	-3	-8	100	-2	4
CC(=O)c1ccc(N2CCN(C(=O)/C=C/c3cccs3)CC2)cc1	-1	9	-0.8	1	4	6	95	-1	-13

Following part.
SMILES	ABHD5-PLIN5 inh	SRC2 inh	MC4R ag barr	Glyco luc inh	H9c2 protect	NOD2 RIPK2 PPI	TLR9-MyD88 block	ABCB6 inh MLPCN	m5-HT2A agonist	MC4R antagonist
CC(Sc1nc(NC(C)(C)C)nc(N(C)C)n1)C(=O)Nc1ccccc1 (stereo not given)	-2	21	1.0	-5	-3	-4	6	97	-5	2
Cc1cnc(CNC(=O)c2ccc3sc([C@H]4C[C@H](O)[C@@H](CO)O4)nc3c2)cn1	1	-9	0.6	2	4	-6	.	98	0	-3
C=CCNC(=S)N1CC2(C)CN(C(=S)NCC=C)CC(C)(C1)C2=O	6	28	2.3	-1	-4	-1	0	95	-1	7
Cc1ccc(-c2nc(SCC(=O)N(C)C3CCS(=O)(=O)C3)[nH]c2-c2ccc(C)cc2)cc1 (stereo not given)	2	6	-1.7	13	-3	-4	-3	99	0	15
Cc1cccnc1NC(=O)c1ccc([N+](=O)[O-])o1	-4	-27	-4.2	7	8	-10	-5	95	0	0
O=c1[nH]c2ccc(S(=O)(=O)N3CCN(c4ccc(F)cc4)CC3)cc2o1	4	17	-1.5	1	-2	-1	-8	97	7	12
COCCn1c(=NC(=O)c2sc3ccccc3c2Cl)sc2cc(S(N)(=O)=O)ccc21	0	0	4.2	-7	0	1	-30	101	2	25
COc1ccc(-c2csc(-n3ncc(-c4ccccn4)c3N)n2)cc1	-1	29	-0.5	1	1	0	11	98	6	9
COCCCN1C(=O)c2ccc(C(=O)NCc3ccccn3)cc2C1=O	0	12	-1.6	2	2	4	-5	103	6	17
COc1cc2c(C(=O)N3CCN(C)CC3)c(C)oc2cc1Br	2	-12	-2.8	0	-5	-4	2	102	-4	6
C(=N\N(c1ccccc1)c1ccccc1)/c1ccc2c(c1)OCO2	-10	-6	-2.5	-2	-1	3	1	82	-5	-5
Clc1cccc(CNCCCSc2ncccn2)c1Cl	6	10	-0.7	3	-1	-9	-2	97	3	5
Oc1ccc(/C=N/N(c2ccccc2)c2ccccc2)c(O)c1O	-7	-9	2.5	0	17	-4	0	107	2	0
O=c1c2ccccc2nc(/C=C/c2c[nH]c3ccccc23)n1-c1ccc([N+](=O)[O-])cc1	5	-11	-0.8	-1	19	-1	4	86	1	-5
COc1ccc(C(=O)Nc2c(N)nc(SCC(=O)N3CCC(C)CC3)[nH]c2=O)cc1OC	-4	3	0.6	3	0	-13	-4	96	4	3
O=c1[nH]c(Nc2nc3ccccc3o2)nc2c1CCCC2	-5	-21	-4.3	-9	20	-3	1	94	4	1
CN(C)CCCN(C(=O)c1ccc2c(c1)CCCC2)c1nc2c(F)cccc2s1	16	10	1.3	6	3	4	-1	98	9	6
COc1ccccc1C1CC(c2c(-c3ccccc3)c3cc(Cl)ccc3[nH]c2=O)=NN1S(C)(=O)=O (stereo not given)	8	11	2.0	0	-7	-14	-3	123	1	7
COc1ccc(OC)c(S(=O)(=O)N2CCN(C(=O)NC3CCCCC3)CC2)c1	-1	-7	2.1	2	3	-12	0	99	-5	-3
Cc1cc(C)n2nc(SCC(=O)N(C)C3CCCCC3)nc2n1	-3	11	-3.3	-1	-3	-1	-58	98	8	10

Record cards, from the list above. Order of values: ABHD5-PLIN5 inh	SRC2 inh	MC4R ag barr	Glyco luc inh	H9c2 protect	NOD2 RIPK2 PPI	TLR9-MyD88 block	ABCB6 inh MLPCN	m5-HT2A agonist	MC4R antagonist
`COc1ccc(OC)c(S(=O)(=O)N2CCN(C(=O)NC3CCCCC3)CC2)c1` in the list: -1	-7	2.1	2	3	-12	0	99	-5	-3
`Cc1cc(C)n2nc(SCC(=O)N(C)C3CCCCC3)nc2n1` in the list: -3	11	-3.3	-1	-3	-1	-58	98	8	10
`O=c1c2ccccc2nc(/C=C/c2c[nH]c3ccccc23)n1-c1ccc([N+](=O)[O-])cc1` in the list: 5	-11	-0.8	-1	19	-1	4	86	1	-5
`COc1ccccc1C1CC(c2c(-c3ccccc3)c3cc(Cl)ccc3[nH]c2=O)=NN1S(C)(=O)=O` (stereo not given) in the list: 8	11	2.0	0	-7	-14	-3	123	1	7

Further structures follow.
SMILES	ABHD5-PLIN5 inh	SRC2 inh	MC4R ag barr	Glyco luc inh	H9c2 protect	NOD2 RIPK2 PPI	TLR9-MyD88 block	ABCB6 inh MLPCN	m5-HT2A agonist	MC4R antagonist
COc1ccc(CC(=O)Nc2cc(S(=O)(=O)N3CCOCC3)ccc2N2CCOCC2)cc1	0	-9	-3.7	0	3	-7	6	96	1	23
COc1ccc(-n2c(Cc3ccccc3)nnc2SCC(=O)N2CCCc3ccccc32)cc1	7	1	0.2	-5	-11	3	-9	101	-1	14
Cc1nn(C)c(C)c1C1Nc2ccccc2C(=O)N1O (stereo not given)	3	-11	-1.7	-1	4	-11	-8	96	-3	2
N#CC1=C(N)OC2=C(C(=O)CCC2)C1c1ccc(OC(=O)N2CCOCC2)cc1 (stereo not given)	7	1	-0.9	1	-5	-4	13	102	2	15
COc1ccc(S(=O)(=O)N2CCCCC2)cc1NC(=O)C1CC(=O)N(Cc2ccccc2)C1 (stereo not given)	5	-9	1.1	0	-16	-11	-2	95	-3	-4
CC(=O)Nc1cccc(C(=O)NN2C(=O)NC3(CCC(C)CC3)C2=O)c1 (stereo not given)	2	-11	-2.1	2	1	-17	-14	97	-3	3
COc1ccc(N/C(N)=N/c2nc(C)cc(=O)[nH]2)cc1	1	-25	-0.9	3	1	-1	4	95	1	3
Cc1cccc(N2CC(C(=O)NCC3COc4ccccc4O3)CC2=O)c1C (stereo not given)	7	-3	0.1	0	16	-15	-8	102	-1	10
COc1ccc(OCCCC(=O)Nc2ccc(OC)c(S(=O)(=O)N3CCOCC3)c2)cc1	-2	8	-4.2	1	-3	0	0	84	-7	3
COc1ccc(OC)c(-n2nnnc2SCC(=O)NCCc2ccccc2)c1	-7	0	0.5	1	2	-4	-4	103	-5	4

Screens deposited in PubChem BioAssay by several laboratories.
